# Source: PubChem BioAssay
# D2 agonist: D2 dopamine receptor (human) agonism; P14416; HEK293 T-REx D2 cells, calcium flux agonist mode; activation, % at 2 µM; actives 0.53% (n = 340,000); AID 485358;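 active means activation over 3 SD above normal in the single-dose calcium agonist read, cut at about 30% in these data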; further: 0% is about no effect
#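 Tetracycline-induced HEK293 Trex cells with D2 receptor force-coupled to calcium signaling, plated overnight at 30 C and loaded with no-wash calcium dye. Calcium flux read kinetically for 180 s after compound addition; responses flag agonists.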
# ERG-DNA inh: blocks human ERG Ets domain binding to DNA | fluorescence polarization, His-ERG Ets domain / labelled DNA | Potency, µM (titrated, usually from 76.9 µM), inactives show at the top dose FP activity, negative = inhibition, hits mostly inhibitors | actives 0.028% (n = 370,000); active means well fitted inhibition curve with a large enough effect in the polarisation, with a control signal flat; inconclusive means small, poorly fitted or top-dose-only effect, or effect the other way, or a change in a side signal; inactive means no such curve, though single readings can be large or run the other way; the % refers to the polarisation;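 further: polarization taken with two DNA probes labelled with fluorescein and Texas red; potency means the concentration at half of the fitted maximal effect; % of control where 0% means no effect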
#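 His-tagged ERG Ets domain (1 uM in the protein solution; 300mM KCl, 50mM Tris-HCl, 1mM EDTA, 1mM DTT, pH 7.5) received compound, then a probe mix of 5 nM fluorescein-DNA and 100nM Texas-615-DNA. Fluorescence polarization was read for both dyes.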
# LDHA block: inhibitors of human lactate dehydrogenase A; P00338; purified LDHA, NADH/diaphorase-resazurin fluorescence; hits give low values; activity change, % (values are at about 110 or 230 µM); actives 0.15% (n = 480,000); in the data active means activity change below about -30%; inconclusive means mostly about -25% to -30%;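 further: plate controls were DMSO wells for no effect and wells without enzyme for full effect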
#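 Resorufin fluorescence (ex540/em590), read at 0 and 20 min after diaphorase/resazurin addition, reports the NADH left after a 5 min room-temperature reaction of 2 nM human LDH5 with 0.06 mM NADH and 0.2 mM pyruvate.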
# Vif-APOBEC3G blk: blocks the Vif interaction with human APOBEC3G; Q9HC16; HeLa A3G-eYFP + Vif (tagged APOBEC3G with the HIV-1 protein that degrades it), YFP fluorescence, overnight; Potency, µM (doses to about 46.1 µM), for the others: at the highest dose activity, negative = active, actives largely listed as inhibitors; actives 0.076% (n = 410,000); AID 602310;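 further: potency means the concentration at half of the fitted maximal effect; on the % scale 0 is the no-effect control and ±100 the full control effect; nearly all actives have a fitted effect of over 60% in size; hits raise eYFP signal because A3G escapes Vif-driven loss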
# Target sequence (Q9HC16 whole entry, looked up): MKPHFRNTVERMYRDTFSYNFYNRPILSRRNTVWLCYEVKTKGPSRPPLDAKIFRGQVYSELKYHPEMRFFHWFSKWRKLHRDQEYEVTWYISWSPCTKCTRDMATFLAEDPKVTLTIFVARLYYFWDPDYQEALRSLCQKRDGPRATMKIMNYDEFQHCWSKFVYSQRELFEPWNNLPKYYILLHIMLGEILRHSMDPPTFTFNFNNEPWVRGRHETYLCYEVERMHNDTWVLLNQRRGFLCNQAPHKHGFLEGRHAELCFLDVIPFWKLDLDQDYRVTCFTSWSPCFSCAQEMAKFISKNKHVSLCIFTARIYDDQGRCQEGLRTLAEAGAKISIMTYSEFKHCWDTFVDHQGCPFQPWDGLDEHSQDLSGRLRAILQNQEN
#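 Read-out is eYFP fluorescence (Ex 488/Em 500-530) from Vif-expressing HeLa A3G-eYFP cells; more signal means A3G escaped Vif-mediated degradation. Cells plated overnight, compound pinned in, incubated overnight at 37 deg C.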
# 12-LOX inh: ALOX12 (human) lipoxygenase inhibition; purified 12hLO, xylenol orange hydroperoxide absorbance; P18054; actives 1.1% (n = 580,000); Potency, µM (top dose mostly 108 µM), without a hit: at the highest dose activity change, negative = inhibition, most hits filed as inhibitors; further: potency means the concentration at half of the fitted maximal effect; on the % scale 0 is the no-effect control and ±100 the full control effect
# Target sequence (P18054 whole entry, looked up): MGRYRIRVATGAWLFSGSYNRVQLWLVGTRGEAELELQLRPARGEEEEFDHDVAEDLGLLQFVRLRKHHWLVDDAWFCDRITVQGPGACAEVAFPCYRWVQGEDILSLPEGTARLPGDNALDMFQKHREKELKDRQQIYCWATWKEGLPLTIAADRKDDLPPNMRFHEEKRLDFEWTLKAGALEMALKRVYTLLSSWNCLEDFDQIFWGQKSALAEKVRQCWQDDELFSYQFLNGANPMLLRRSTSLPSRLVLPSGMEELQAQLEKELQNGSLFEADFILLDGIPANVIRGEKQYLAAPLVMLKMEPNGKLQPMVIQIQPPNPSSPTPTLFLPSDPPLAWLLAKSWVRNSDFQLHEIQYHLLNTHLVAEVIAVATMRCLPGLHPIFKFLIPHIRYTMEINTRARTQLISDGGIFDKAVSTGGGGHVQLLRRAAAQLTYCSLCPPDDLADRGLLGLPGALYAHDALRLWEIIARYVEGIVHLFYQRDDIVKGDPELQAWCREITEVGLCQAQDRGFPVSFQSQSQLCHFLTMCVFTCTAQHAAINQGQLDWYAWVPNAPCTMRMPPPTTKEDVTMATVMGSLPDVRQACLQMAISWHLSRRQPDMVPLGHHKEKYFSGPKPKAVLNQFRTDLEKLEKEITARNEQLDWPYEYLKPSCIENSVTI
#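 Purified human 12hLO (150 nM final) in 25 mM Hepes, 0.01% Triton X-100, pH 7.0 was preincubated 15 min at room temperature with compound. Then 40 uM arachidonic acid was added, 30 min. Hydroperoxide was read by Fe-XO absorbance ratio 573/405 nm.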
# Glioma ERSR ind: ER stress response induction in glioma. U87-MG GRP78 promoter luciferase reporter, 16 h. Potency, µM, without a hit: top-dose activation, most hits filed as activators. actives 0.02% (n = 420,000). AID 602332; further: potency means the concentration at half of the fitted maximal effect; series mostly up to about 76 µM; % of control where 0% means no effect; nearly all actives have a fitted effect of over 35% in size
#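 Stably transfected U87-MG human glioma cells carrying a GRP78-based luminescent sensor were seeded at 1000 cells/well, pin-dosed with compounds and incubated 16 h. Luciferase reagent was then added, and end-point luminescence was read after 10 min at room temperature.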
# RGS4 inhibitor: blocks human RGS4-accelerated GTP hydrolysis | P49798 | Transcreener GDP fluorescence polarization, RGS4-accelerated GTP hydrolysis | Potency, µM (titrated, usually from 114 µM), inactives show top-dose activity change, negative = inhibition, usual class: inhibitors | actives 0.039% (n = 390,000) | AID 504845; further: potency means the concentration at half of the fitted maximal effect; on the % scale 0 is the no-effect control and ±100 the full control effect; nearly all actives have a fitted effect of over 75% in size; some results filed as inactive show a strong effect at the top dose
#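 MLSMR compounds (23 nl, pin-transferred) preincubated 10 min at room temperature with a 500nM (2x) first reagent, then RGS4 at 900nM (2x) plus Transcreener GDP mix added; fluorescence polarization (620/688 nm) read before and after 90 min at 30 °C.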
# Vif-A3F inh: inhibitors of Vif-A3F interaction; actives 0.2% (n = 390,000); Potency, µM (doses to about 46.1 µM), inactives show at the top dose activity, negative = active; HeLa A3F-eYFP + Vif (tagged APOBEC3F with the HIV-1 protein that degrades it), YFP fluorescence increase; further: potency means the concentration at half of the fitted maximal effect; % of control where 0% means no effect; nearly all actives have a fitted effect of over 65% in size
#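 Fluorescence increase (Ex 488/Em 500-530) after overnight compound treatment at 37 deg C flags inhibition of Vif-driven A3F-eYFP loss in stable HeLa A3F-eYFP/Vif cells seeded overnight beforehand.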
# D2 antagonist: D2 dopamine receptor (human) antagonism; P14416; HEK293 TREx D2 cells, calcium flux, dopamine EC80; actives 2% (n = 340,000); inhibition, % at 10 µM; in the data active means inhibition above about 30%; further: 0% is about no effect
#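 Tetracycline-induced HEK293 TREx cells expressing D2 receptor forced-coupled to calcium signalling, loaded with no-wash calcium dye. Compounds added and calcium flux read 180 s, then dopamine added at EC80 and read a further 180 s.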
# Starred values were filed as active, the others as inactive; ? = inconclusive; nt = not tested or not shown; & = joins results of further samples; [ ] = another dose, or the depositor's remark. Unless noted, the call rests on the fitted dose curve; in most records, active means well fitted curve in the direction sought with a large enough effect; inconclusive means small, poorly fitted or top-dose-only effect, or another doubt; inactive means no such curve, though single readings can be large; an effect the other way counts as inactive or inconclusive. The list is partial. The share of hits here may be higher or lower than overall.
SMILES,D2 agonist,ERG-DNA inh,LDHA block,Vif-APOBEC3G blk,12-LOX inh,Glioma ERSR ind,RGS4 inhibitor,Vif-A3F inh,D2 antagonist
CC(=O)c1ccc(NC(=O)CCC(=O)OCC(F)(F)C(F)F)cc1,-0.6,0%,-6,1%,-24%,0%,28%,2%,-4
COc1ccc(C(=O)N/C(=C/c2cccnc2)C(=O)N2CCN(C)CC2)cc1OC,-1.2,7%,-1,0%,60%[activator],-2%,23%,1%,-5
CC(=O)NNS(=O)(=O)c1ccccc1[N+](=O)[O-],-1.3,13%,-5,2%,2%,-3%,27%,-5%,3
CC1c2[nH]c3ccccc3c2C[C@H]2C(=O)N(CCCN(C)C)CC(=O)N12 (some centres undefined),-1.8,-8%,-7,0%,-6%,-7%,1%,16%,-19
O=C(CSc1ccccn1)N1CCN(C(=O)CSc2ccccn2)CC1,nt,1%,-9,0%,3%,-3%,-15%,-4%,nt
O=C(Cn1cc(C(F)(F)F)ccc1=O)NCC1CCCO1 (centres undefined),1.3,0%,2,-5%,9%,-4%,18%,2%,-3
O=C(Nc1ccc(NC(=O)N2CCN(c3ccccc3O)CC2)cc1)N1CCN(c2ccccc2O)CC1,0.7,17%,4,-8%,8%,-7%,7%,-10%,-31
Nc1nc(-c2ccc3ccccc3c2)cs1,-0.7,-6%,-5,4%,0%,4%,-25%,8%,-5
O=c1[nH]c(SCc2ccc(Cl)cc2)nc2ccccc12,-1.8,-9%,-5,0%,-9%,-3%,21%,0%,18
CC1(C)CC(CC(=O)Nc2ccccn2)C(=O)O1 (centres undefined),0.2,4%,-9,2%,-7%,-2%,14%,-21%,-9
COC(=O)CN(c1ccccc1[N+](=O)[O-])S(=O)(=O)c1ccccc1,-0.4,16%,-6,1%,-5%,0%,31%,4%,6
CCOCCCNC(=O)CN1C(=O)CSc2ccc(S(=O)(=O)N3CCOCC3)cc21,0.0,-15%,1,0%,7%,6%,-16%[56.9 µM],-8%,-11
O=C(Nc1ccccc1)N1CCCC2CCCCC21 (centres undefined),0.7,-7%,-9,-1%,-11%,7%,-7%,-1%,23
CCOC(=O)CN1C(=O)c2ccccc2Sc2ncccc21,0.1&0.5,1%&2%,-2&-3,-2%,6%&-10%,4%,20%&-29%,0%,13
CC(C)CNC(=O)COc1ncnc2ccccc12,-0.3,-3%,0&0,1%,12%&0%,0%,-6%,1%,-6
O=C(N1CCCC1)C12CC3CC(C1)CC(C(=O)N1CCCC1)(C3)C2,0.2,-1%,-1,1%,-1%,0%,-13%,13%,23
CCOc1ccc(OCC(=O)NCCc2nc3ccccc3[nH]2)cc1,-0.8,-2%,-4,0%,-8%,1%,18%,0%,-12
Cc1c([N+](=O)[O-])cc(C(=O)Oc2cccc(C(=S)N3CCOCC3)c2)cc1[N+](=O)[O-],0.2,-5%,-2,-5%,-10%,4%,23%[11.4 µM],0%,24
O=C(O)c1cc2sccc2s1,0.8,2%,0,0%,nt,8%,-13%,nt,30
CN(C)S(=O)(=O)c1ccc(C(=O)Nc2nc(-c3ccccc3)c(C(=O)c3ccccc3)s2)cc1,-0.1,-4%,-2,1%,-3%,-3%,30%,4%,9
Cc1ccc(C(=O)C(C)OC(=O)c2ccc(Cl)nc2)cc1 (centres undefined),0.0,2%,-2,0%,0%,-4%,-2%,5%,-11
COC(=O)c1ccccc1NC(=O)Cn1cc2c(n1)CCC(C)C2 (centres undefined),-0.1,-15%,0,-1%,21%,-3%,-5%,1%,-6
O=C1CC(c2ccco2)Cc2nc(N3CCN(Cc4ccc5c(c4)OCO5)CC3)ncc21 (centres undefined),-1.0,-4%,4,0%,5%,-4%,-39%,-1%,29
O=C(NCCN1CCN(C(=O)c2cccs2)CC1)C(=O)Nc1ccc(Br)cc1,nt,-1%,-4,1%,36%[activator],2%,16%,-8%,nt
O=C(c1cc(-c2ccncc2)nc2ccccc12)N1CCN(c2ccccn2)CC1,0.1,1%,-1,?,5%,-5%,40%,-1%,1

# Next section:
SMILES,D2 agonist,ERG-DNA inh,LDHA block,Vif-APOBEC3G blk,12-LOX inh,Glioma ERSR ind,RGS4 inhibitor,Vif-A3F inh,D2 antagonist
CCN1C(=O)[C@H]2[C@@H](c3ccc(-c4cccc(Cl)c4)cc3)N3CCCC[C@@]3(C(=O)OC)[C@H]2C1=O,0.5,20%,-2,-8%,-10%,-5%,-8%,4%,-1
CC1CCN(c2ccc(N3C(=O)C4CCCCC4C3=O)cc2[N+](=O)[O-])CC1 (centres undefined),-0.8,2%,-5,-9%,-19%,-3%,12%,10%,-9
O=C(NC1CCCc2ccccc21)C1CCN(S(=O)(=O)c2cccc(C(F)(F)F)c2)CC1 (centres undefined),0.7,4%,8,0%,-1%,-5%,-21%,-1%,-14
Cc1cnc(=O)[nH]c1SCc1cccc(C(F)(F)F)c1,0.0,8%,-5,-4%,1%,-3%,29%,-7%,-7
COc1ccc(-c2c(C)cc3oc(=O)cc(-c4ccccc4)c3c2C)cc1,nt,-24%,2,1%,0%,-4%&-3%,-9%,-3%,nt
Cc1ccc(C(=O)Nc2ccc(S(=O)(=O)N3CCN(C)CC3)cc2)o1,0.3,2%,3,0%,12%,-3%,-12%,2%,-11
C=CCNc1scc(-c2ccccc2)[n+]1CC=C,2.7,2%,-2,8%,0%,-6%,22%,9%,-6
N/C(=N/OC(=O)c1ccccc1Cl)c1ncc([N+](=O)[O-])s1,0.4,-1%,-6,0%,?,-4%,16%,4%,-3
COC(=O)c1ccc(N2CCC(c3cc(-c4ccc(OC)cc4)n[nH]3)CC2)c([N+](=O)[O-])c1,0.2,-2%,-4,6%,0%,0%,-13%,-1%,8
O=Cc1c(NCCc2ccc(F)cc2)c2ccccc2[nH]c1=O,-1.3,0%,-2,3%,0%,-1%,-11%,-4%,6
Cc1cc(C)n2nc(C(=O)OCC(=O)NCc3ccc(F)cc3)nc2n1,nt,0%,0,-1%,26%,-3%,-9%,1%,nt
COc1ccc(C(=O)NCCS(=O)(=O)N2CCc3ccccc3C2)c(OC)c1,-0.2,-3%,0,0%,3%,-5%,23%,6%,7
COCCn1c(SCC(=O)N(C)c2ccccc2)nc2c([nH]c3ccccc32)c1=O,-0.7,-4%,0,1%,85%[activator],-4%,6%,-1%,15
O=C(Nc1ncn[nH]1)c1ccc(S(=O)(=O)N2CCOCC2)cc1,0.6,3%,-7,0%,10%,-1%,17%,-2%,-7
Cc1ncccc1C(=O)N1CCCC(C(=O)c2ccc3c4c(cccc24)CC3)C1 (centres undefined),0.6,-5%,-7,-7%,-5%,1%,5%,1%,0
COc1ccc(/C=C/C(=O)NC(=S)NNC(=O)c2c(-c3ccccc3)noc2C)cc1,5.8,-3%,-1,2%,?,4%,-27%,3%,-4
COc1cc(OC)cc(C(=O)Nc2ccc(S(=O)(=O)Nc3cc(C)on3)cc2)c1,nt,-19%,-6,0%,17%,-6%,-11%,-8%,nt
CC1CC(C)CN(C2CCCCC2NS(=O)(=O)c2ccc(Cl)cc2)C1 (centres undefined),0.6,14%,-5,1%,1%,-3%,7%[56.9 µM],17%,-11
Cc1ccc(C(NC(=O)c2ccccc2)C(Cl)Cl)cc1 (centres undefined),0.1,-10%,-6,-8%,-13%,1%,16%,4%,3
COc1ccc(-c2nc3ccccc3o2)cc1NC(=O)c1ccc(N2CCC(C)CC2)c([N+](=O)[O-])c1,-0.5,-10%,6,-4%,8%,3%,3%,8%,nt
C=CCNC(=S)/N=c1/scc(C)n1C,0.1,0%,-4,7%,-25%,-2%,9%[11.4 µM],2%,-15
Cc1nc2cc(-c3cccs3)[nH]n2c(=O)c1C,nt,0%,4,0%,-17%,3%,-29%,1%,nt
FC(F)(F)c1cccc(N2CCN(Cc3nnc(-c4ccc5c(c4)OCO5)o3)CC2)c1,-0.2,2%,2,-4%,-17%,-2%,-7%,1%,nt
Cc1[nH]c2ccc(C(=O)NCCCN(C)C3CCCCC3)cc2c1C,-0.3,6%,-2,-3%,2%,-5%,-10%,-6%,34*
Cc1ccc(S(=O)(=O)N2CCOCC2)cc1NC(=O)c1cc([N+](=O)[O-])ccc1N1CCOCC1,-0.2,6%,-4,-5%,-18%,-5%,-4%,-3%,14
COc1cccc(/C=C2\SC(=S)N(CCC(=O)N3CCCCC3CCO)C2=O)c1 (centres undefined),-0.1,14%,1,0%,-11%,-5%,13%,2%,-3
O=C(COC(=O)c1cc(Cl)ccc1Cl)NCCN1C(=O)CSC1=O,1.5,2%,-2,-4%,-18%,0%,-25%,5%,-4
COc1cc(CN2CCC(Cc3ccccc3)CC2)cc(OC)c1OC,-1.1,2%,-11,-1%,?,-5%,-4%,0%,21
COc1ccc2c(c1)CC/C2=N\OC(=O)c1ccccc1C,0.5,-7%,-8,-7%,-3%,1%,3%,7%,-5

# Reprinted at random: 2 records from the list
SMILES,D2 agonist,ERG-DNA inh,LDHA block,Vif-APOBEC3G blk,12-LOX inh,Glioma ERSR ind,RGS4 inhibitor,Vif-A3F inh,D2 antagonist
O=C(COC(=O)c1cc(Cl)ccc1Cl)NCCN1C(=O)CSC1=O,1.5,2%,-2,-4%,-18%,0%,-25%,5%,-4
O=C(Cn1cc(C(F)(F)F)ccc1=O)NCC1CCCO1 (centres undefined),1.3,0%,2,-5%,9%,-4%,18%,2%,-3
